# GALK inhibitor – GALK (human) enzyme inhibition. recombinant GALK, Kinase-Glo ATP luminescence, 1 h. Potency, µM (highest dose often 57.5 µM), for inactives: at the highest dose activity, negative = inhibition, hits mostly inhibitors. 44,000 tested, under 10 active. P51570;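 further: plate controls were full GALK reaction for no effect and reaction lacking GALK for full effect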
#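 Luminescent ATP-depletion readout (Kinase-Glo Plus, 10 min) after 1 h RT reaction of 5 nM GALK, 35 uM ATP, 100 uM galactose, pH 8.0 HEPES buffer. Decreased kinase activity scored as inhibition.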
# B2AR arrestin ag – ADRB2 beta-arrestin recruitment; 44,000 tested, under 10 active; Potency, µM (titrated, usually from 46.1 µM), inactives show at the top dose activation, hits mostly activators; HTLA Tango cells, beta-arrestin recruitment, luciferase luminescence, 18 h; P07550;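 further: potency means the concentration at half of the fitted maximal effect; 0% = DMSO and full agonism = EC100 isoproterenol or metaproterenol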
# Target sequence (P07550 whole entry, looked up): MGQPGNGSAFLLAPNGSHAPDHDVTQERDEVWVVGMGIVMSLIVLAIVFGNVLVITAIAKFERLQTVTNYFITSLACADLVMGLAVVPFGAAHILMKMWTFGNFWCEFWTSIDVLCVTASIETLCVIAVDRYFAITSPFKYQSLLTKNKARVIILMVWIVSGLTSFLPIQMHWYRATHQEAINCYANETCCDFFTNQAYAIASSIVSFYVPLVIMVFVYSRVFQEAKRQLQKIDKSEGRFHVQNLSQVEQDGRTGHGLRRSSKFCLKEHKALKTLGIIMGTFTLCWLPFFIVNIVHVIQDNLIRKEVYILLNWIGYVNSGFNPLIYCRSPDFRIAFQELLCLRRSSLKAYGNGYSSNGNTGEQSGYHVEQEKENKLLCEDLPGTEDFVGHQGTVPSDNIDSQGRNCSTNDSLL
#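 First, Tango cells carrying beta2-AR and beta-arrestin fusions received compound up to 46 microM. After 18 hr at 37 degrees C, luciferase substrate was added for 15 minutes, then luminescence gave %Activity for curve fitting.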
# p53null 32C tox – kills p53 null cells at the permissive temperature | H1299-neo p53 null cells, ATP luminescence, 24 h, 32C | actives 0.62% (n = 55,000) | AID 903 | Potency, µM (top dose mostly 46.1 µM), for inactives: top-dose activity change, negative = cytotoxicity, hits mostly cytotoxic;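 further: potency means the concentration at half of the fitted maximal effect; 0% = DMSO only and -100% = full killing by 100 µM tamoxifen; nearly all actives have a fitted effect of over 55% in size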
#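 Cytotoxicity: H1299-neo (no p53), 32C, 24 h treatment. Concentrations up to 46 uM. Readout cellular ATP, luminescence. Normalization to DMSO basal and tamoxifen 100 uM maximal kill.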
# NTMT1 inhibitor – blocks human N-terminal methyltransferase 1 activity | Q9BV86 | NTMT1 MTase-Glo SAH luminescence, purified enzyme | Potency, µM (doses to about 114 µM), without a hit: at the top dose activity change, negative = inhibition, actives largely listed as inhibitors | actives 2.5% (n = 59,000) | AID 1645870;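 further: potency means the concentration at half of the fitted maximal effect; plate controls were DMSO vehicle for no effect and no enzyme for full effect; nearly all actives have a fitted effect of over 65% in size; many of its hits are not listed in these tables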
# Target sequence (Q9BV86 whole entry, looked up): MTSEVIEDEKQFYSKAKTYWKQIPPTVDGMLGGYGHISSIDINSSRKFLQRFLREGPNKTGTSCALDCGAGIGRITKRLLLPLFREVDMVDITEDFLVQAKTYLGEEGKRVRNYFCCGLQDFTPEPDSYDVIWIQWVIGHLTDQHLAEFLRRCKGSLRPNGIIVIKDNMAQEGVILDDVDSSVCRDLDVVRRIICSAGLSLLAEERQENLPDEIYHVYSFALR
# FH mod – Identification of activators of human fumarate hydratase by quantitative high-throughput screening | Fumarate hydratase, mitochondrial (Homo sapiens), P07954 | actives 0.22% (n = 54,000) | FH coupled MDH/diaphorase resazurin fluorescence, 15 min | AID 1347055, 2019 | Potency, µM (doses to about 79.9 µM), inactives show at the top dose activity change, negative = inhibition, hits mostly inhibitors; further: potency means the concentration at half of the fitted maximal effect; on the % scale 0 is the no-effect control and ±100 the full control effect; the screen sought activators but most active calls are inhibition curves; nearly all actives have a fitted effect of over 45% in size
# p53null 39C tox – kills p53 null cells at the nonpermissive temperature | H1299 p53-null (neo) cells, 39C, ATPlite viability, 24 h | Potency, µM (series often up to 46.1 µM), for inactives: at the top dose activity, negative = cell killing, hits mostly cytotoxic | actives 0.97% (n = 55,000);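 further: potency means the concentration at half of the fitted maximal effect; 0% = DMSO only and -100% = full killing by 100 µM tamoxifen; nearly all actives have a fitted effect of over 50% in size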
#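 Following overnight plating at 37C (600 cells/well), H1299-neo or H1299-p53A138V cells are dosed up to 46 uM. Incubation lasts 24 hr at 39C before ATP detection.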
# PTAP-TSG101 blk – blocks PTAP binding to human TSG101, validation; Fluorescence polarization, FITC-PTAP peptide/Tsg101, 20 min; 44,000 tested, under 10 active; Potency, µM (titrated, usually from 115 µM), inactives show top-dose activity change, negative = inhibition, most hits filed as inhibitors; further: potency means the concentration at half of the fitted maximal effect; 0% is about no effect
# Target sequence (Q99816 whole entry, looked up): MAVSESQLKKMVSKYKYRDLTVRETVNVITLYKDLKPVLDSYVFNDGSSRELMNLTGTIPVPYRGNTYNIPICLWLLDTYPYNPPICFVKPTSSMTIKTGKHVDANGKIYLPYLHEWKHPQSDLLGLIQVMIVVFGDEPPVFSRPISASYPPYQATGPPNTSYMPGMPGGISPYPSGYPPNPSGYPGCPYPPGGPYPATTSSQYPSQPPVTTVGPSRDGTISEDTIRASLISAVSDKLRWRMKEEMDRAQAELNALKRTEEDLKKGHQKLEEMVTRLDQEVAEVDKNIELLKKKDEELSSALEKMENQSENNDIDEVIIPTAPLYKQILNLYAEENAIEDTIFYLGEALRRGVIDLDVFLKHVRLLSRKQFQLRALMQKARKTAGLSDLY
#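 Steps: Tsg101 binding domain (10 uM final) in HEPES pH 7.5/NaCl/Tween 20/EDTA/TCEP; add compound; add FITC-PTAP peptide (50 nM final); incubate 20 min r.t.; read polarization.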
# Starred values were filed as active, the others as inactive; ? = inconclusive; / = not tested or not shown; [ ] = another dose, or the depositor's remark. The call rests on the fitted dose curve; in most records, active means well fitted curve in the direction sought with a large enough effect; inconclusive means small, poorly fitted or top-dose-only effect, or another doubt; inactive means no such curve, though single readings can be large; an effect the other way counts as inactive or inconclusive. This is a subset, so the mix of outcomes need not match the whole.
SMILES,GALK inhibitor,B2AR arrestin ag,p53null 32C tox,NTMT1 inhibitor,FH mod,p53null 39C tox,PTAP-TSG101 blk
COc1ccc(OC)c(NC(=O)COCc2cc(-c3ccco3)on2)c1,0%,0%,6%,4%,-8%,-17%,0%
CCOc1ccc(NC(=O)N2CCN(Cc3cc(=O)n4nc(-c5ccc(OC)cc5)sc4n3)CC2)cc1,0%,1%,1%,-2%,8%,0%,-6%
Cc1ccc(S(=O)(=O)Nc2cc3c(cc2N2CCOCC2)n(C)c(=O)n3C)cc1,-9%,0%,-2%,/,/,-14%,-5%
COC(=O)c1cc2sccc2n1Cc1nc(-c2ccc(Cl)cc2)oc1C,5%,0%,?,9%,3%,-25%,-1%
COc1ccc(CCNC(=O)c2ccc(-n3c(C)cc4c3CCCC4)cc2)cc1OC,0%,?,10%,0%,-15%,-25%,-4%
O=C(Cn1cc(C(=O)C2CC2)c2ccccc21)Nc1ccc(Br)cc1,0%,0%,-4%,10%,9%,-5%,-2%
CCn1cc(S(=O)(=O)c2cccc(Cl)c2)c(=O)c2cc(F)c(N3CCN(C)CC3)cc21,1%,0%,-11%,13%,10%,-17%,-6%
CCc1ccc(OCCn2c(C3CC(=O)N(Cc4ccc(F)cc4)C3)nc3ccccc32)cc1 (stereo unspecified),1%,-2%,31%[activator],-2%,-39%,-10%,-3%
O=C(CCn1c(=O)c2ccccc2n(Cc2cccc(F)c2)c1=O)NCc1ccc2c(c1)OCO2,5%,1%,-7%,-1%,5%,?,-2%
COCCCNC(=O)c1sc2nc(C)c(C(=O)Nc3ccc(Cl)cc3)c(-c3ccc(Br)cc3)c2c1N,1%,0%,-5%,9%,-5%,-16%,3%
CC1CCN(S(=O)(=O)c2ccc3c(c2)N(CC(=O)N(C)Cc2ccccc2)C(=O)CO3)CC1,2%,0%,-2%,2%,-18%,-27%,1%
COc1cccc(-n2c(-c3ccco3)nc3c(cnn3-c3ccc(Cl)cc3)c2=O)c1,9%,0%,20%,5%,-18%,4%,4%
CCCS(=O)(=O)N1CCCC(C(=O)NCCCOC)C1 (stereo unspecified),4%,1%,0%,3%,-16%,8%,-3%
Cc1cc(C)c2c(=O)c3c(oc2c1)C(=O)N(Cc1ccco1)C3c1ccccc1F (stereo unspecified),4%,-1%,5%,4%,-4%,-8%,1%
O=C(Nc1ccc(Cl)cc1Cl)c1cc(S(=O)(=O)N2CCN(c3ccccc3F)CC2)ccc1F,-4%,1%,-6%,3%,-16%,1%,1%
COc1ccc(NC(=O)CN(Cc2ccccc2)S(=O)(=O)c2ccc3nc(C)sc3c2)cc1,-2%,0%,-13%,-19%,-16%,-3%,-6%
Cc1ccccc1NC(=O)Cn1cc(S(=O)(=O)N2CCCC2)c(S(=O)(=O)N2CCCC2)c1,-2%,0%,-1%,?,13%,-17%,-5%
Cc1cc(C)cc(NC(=O)CCc2c(C)nc3c(c2C)c(=O)n(C)c(=O)n3C)c1,8%,1%,-9%,-3%,-13%,1%,-1%
CCOC(=O)c1ccc(NC(=O)CCCn2c(=O)c3cccn3c3cccnc32)cc1,0%,0%,-1%,14%,0%,-4%,1%
O=C(COCc1cc(-c2cccs2)on1)Nc1cccc(Cl)c1Cl,5%,1%,-2%,7%,?,-11%,1%
COc1ccc(C2=CC(c3cc(Br)ccc3F)n3c(nc4ccccc43)N2)cc1 (stereo unspecified),1%,0%,13µM*,-7%,-5%,11µM*,0%
O=C(NCC(c1cccnc1)N1CCc2ccccc21)C(=O)Nc1ccccc1F (stereo unspecified),0%,0%,10%,?,-23%,-3%,0%
COc1ccc(NC(=O)CSc2nc3ncccc3[nH]2)c(OC)c1,5%,0%,-13%,-1%,-28%,-7%,1%
Cc1ccc(NC(=O)CCCn2c(=O)c3cccn3c3cccnc32)c(Cl)c1,4%,0%,-6%,12%,-3%,-11%,4%
CCOc1ccc(C(=O)c2c(N)c(-c3nc(-c4ccc(OCC)cc4)cs3)c3ccccn23)cc1,4%,-3%,0%,3%,?,-16%,0%
CCn1ccc2cc(S(=O)(=O)N3CCC(C(=O)NCCc4ccc(SC)cc4)CC3)ccc21,-1%,0%,0%,1%,-11%,4%,2%
CCOC(=O)c1noc2ncn(Cc3ccc([N+](=O)[O-])cc3)c(=O)c12,-5%,0%,5%,0%,-4%,6%,0%
CC(=O)c1cccc(NC(=O)C2CCN(C(=O)c3cnn(-c4ccccc4)c3-n3cccc3)CC2)c1,-1%,-2%,-12%,-16%,-18%,-13%,1%
CN(C)c1ccc(CNC(=O)CCC(=O)N2Cc3ccccc3Oc3ncccc32)cc1,1%,0%,8%,?,-22%,-9%,0%
Cc1nc(-n2nc(C)c(CCC(C)C)c2C)sc1C(=O)Nc1cccc(Cl)c1,3%,-1%,-9%,13%,-21%,16%,0%
COc1ccc(CCNC(=O)Cn2c(=O)c3cccn3c3ccccc32)cc1OC,2%,4%,-21%,?,-4%,134%[activator],-5%
Cc1ccc2nc(N3CCC(C(=O)NCc4ccc(F)cc4)CC3)[nH]c2c1,4%,0%,-5%,8%,2%,-5%,0%
COc1ccc(OC)c2sc(NC(=O)c3ccc(S(=O)(=O)N4CCCC4)cc3)nc12,1%,0%,-12%,4%,-14%,-12%,-4%
O=C(NCc1cccnc1)c1nn(-c2ccc(F)cc2)nc1CO,-3%,0%,0%,3%,-8%,-20%,0%
Cc1ccc(C)c(Cn2nnc(C(=O)NCc3ccccc3)c2N)c1,1%,1%,2%,18%,1%,11%,3%
O=C(CCC1CCCC1)N1CCc2c([nH]c3ccccc23)C1c1ccc(F)cc1 (stereo unspecified),-4%,-1%,-11%,5%,-26%,-5%,-1%
Cc1ccc(C(C)C)c(OCC(=O)Nc2ccc(C(=O)OC3CCCCC3)cc2)c1,2%,0%,-5%,1%,-28%,6%,2%
CC(C)Oc1ccc(CNC(=O)c2ccc(CS(=O)c3cccc(Cl)c3)o2)cc1 (stereo unspecified),-6%,-1%,-4%,-9%,1%,-28%,-3%
Cc1cc(C)cc(OCC(=O)NCC2(N(C)C)CCCCC2)c1,-3%,-4%,-3%,-1%,0%,17%,0%
COc1ccc(NC(=O)C2CCCN(c3cnccn3)C2)c(OC)c1 (stereo unspecified),3%,-1%,-3%,14%,-10%,6%,1%
CCN(CC)c1ccc(NC(=O)C2CCN(S(=O)(=O)c3c(C)noc3/C=C/c3ccccc3F)CC2)c(C)c1,-1%,1%,7%,-4%,-13%,2%,1%
Cc1ccc2nc(-c3ccc(NC(=O)COc4ccc(Cl)c(C)c4)cc3)sc2c1,-3%,0%,-6%,12%,7%,-7%,1%
Cc1cc(C)cc(NC(=O)CSCn2nnc3c(=O)[nH]c(Cc4ccc(F)cc4)nc32)c1,-1%,0%,-3%,0%,-4%,7%,1%
CN(Cc1ccccc1)S(=O)(=O)c1ccc(F)c(C(=O)Nc2ccccc2C(F)(F)F)c1,3%,-1%,-11%,-6%,-9%,22%,1%
CCn1cc(S(=O)(=O)c2ccc(C)cc2C)c(=O)c2cc(F)c(N3CCCCC3)cc21,3%,3%,7%,?,-8%,-20%,2%

# The last four entries of the part before are carried over, then new ones follow.
SMILES,GALK inhibitor,B2AR arrestin ag,p53null 32C tox,NTMT1 inhibitor,FH mod,p53null 39C tox,PTAP-TSG101 blk
Cc1ccc2nc(-c3ccc(NC(=O)COc4ccc(Cl)c(C)c4)cc3)sc2c1,-3%,0%,-6%,12%,7%,-7%,1%
Cc1cc(C)cc(NC(=O)CSCn2nnc3c(=O)[nH]c(Cc4ccc(F)cc4)nc32)c1,-1%,0%,-3%,0%,-4%,7%,1%
CN(Cc1ccccc1)S(=O)(=O)c1ccc(F)c(C(=O)Nc2ccccc2C(F)(F)F)c1,3%,-1%,-11%,-6%,-9%,22%,1%
CCn1cc(S(=O)(=O)c2ccc(C)cc2C)c(=O)c2cc(F)c(N3CCCCC3)cc21,3%,3%,7%,?,-8%,-20%,2%
CC(Sc1cn(CCNC(=O)c2ccccc2F)c2ccccc12)c1ccccc1 (stereo unspecified),0%,0%,/,-11%,-14%,/,-3%
Cc1cccc(OCC(=O)OCc2cc(=O)n3nc(-c4cccs4)sc3n2)c1,-1%,0%,0%,-25%,-4%,-16%,6%
CC(=O)c1cccc(NC(=O)c2nc3ccccc3nc2N2CCCCC2)c1,-1%,-2%,-4%,-13%,-10%,12%,0%
Cn1c(C(=O)N2CCC(C(=O)NCCc3ccc(S(N)(=O)=O)cc3)CC2)cc2sccc21,4%,0%,2%,0%,-4%,-4%,-5%
COC(=O)c1cc(NC(=O)CC2C(=O)OCCN2Cc2ccccc2)cc(C(=O)OC)c1 (stereo unspecified),2%,-2%,/,?,-4%,/,-2%
CCc1ccc(C(=O)c2cn(CC(=O)Nc3ccc4c(c3)OCO4)c3cc(OC)c(OC)cc3c2=O)cc1,6%,-1%,7%,2%,-28%,?,4%
CCOc1ccc2nc(N(Cc3cccnc3)C(=O)c3cccs3)sc2c1,0%,-2%,69%[activator],-10%,-15%,-12%,-4%
Cc1sc2ncn(CC(=O)N(C)c3ccc(Br)cc3)c(=O)c2c1S(=O)(=O)N1CCC(C)CC1,-2%,1%,-1%,2%,-17%,9%,3%
Cc1c(NC(=O)c2ccc(N3CCC(C)CC3)c([N+](=O)[O-])c2)cccc1-c1nc2ccccc2o1,-15%,2%,-3%[9.22 µM],0%,-25%,6%,-11%
CCC(O)c1nc2ccccc2n1CCOc1cc(C)cc(C)c1 (stereo unspecified),-5%,-1%,5%,9%,-3%,-7%,-4%
COc1ccc(S(=O)(=O)N2CCC(C(=O)NC(C)c3ccccc3)CC2)cc1 (stereo unspecified),?,0%,9%,13%,-17%,1%,-11%
CCOC(=O)c1c(C)oc2nc(C)nc(NCCCN3CCN(c4ccccc4OC)CC3)c12,-1%,-1%,8%,-14%,-7%,7%,-8%
CC(=O)N1CCOc2cc(S(=O)(=O)Nc3c(C)cccc3C(C)C)c(Cl)cc21,4%,-1%,-6%,-5%,-9%,-7%,-5%
CCOc1ccccc1C(=O)N1CC(=O)Nc2ccc(C)cc2C1c1ccccc1 (stereo unspecified),7%,0%,-1%,3%,-21%,-1%,-8%
Cc1cccc(N2CCN(C(=O)CSCc3ccc(F)cc3)CC2)c1C,2%,-2%,-8%,-13%,-5%,25%,-2%
CC(=O)c1ccc(N2CCN(C(=O)Nc3ccc(C(C)C)cc3)CC2)cc1,0%,-1%,3%,-2%,-17%,?,-1%
O=C(NCc1ccccc1Cl)c1cnc(N2CCCCC2)c2ccccc12,1%,-1%,16%,-2%,-12%,9%,-3%
COc1ccc(NC(=O)CC2C(=O)N(c3cccc(C)c3)C(=O)N2Cc2cccnc2)cc1 (stereo unspecified),1%,1%,-5%,/,/,-13%,1%
CCN(CC)c1ccc(NC(=O)c2cccn2-c2nnc(N3CCCCC3)s2)c(C)c1,1%,2%,7%,?,?,58%[activator],-2%

# Compound activity: PubChem, National Center for Advancing Translational Sciences (NCATS)
